Compound activity as filed in PubChem BioAssay.
AMA1-RON2 inh: disrupts binding of P. falciparum AMA1 to RON2; Potency, µM (doses to about 58.2 µM), without a hit: at the top dose activity change, negative = inhibition, hits mostly inhibitors; 0.2% of 360,000 active; AlphaScreen AMA1-biotinylated RON2 peptide binding;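 further: potency means the concentration at half of the fitted maximal effect; 0% = vehicle wells and -100% = peptide control; nearly all actives have a fitted effect of over 45% in size; some results filed as inactive show a strong effect at the top dose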
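AMA1 (3D7) with his tag at 25 nM final met compounds first, then biotinylated RON2 peptide at 25 nM; detection used donor plus acceptor beads, 10 µg/mL apiece, read by AlphaScreen after 30 min at room temperature.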
Sm TGR inh: blocks Schistosoma mansoni thioredoxin glutathione reductase | Q962Y6 | purified TGR, DTNB reduction, TNB absorbance 405 nm | Potency, µM (titrated, usually from 114 µM), inactives show top-dose activity change, negative = inhibition, usual class: inhibitors | 3% of 360,000 active; further: potency means the concentration at half of the fitted maximal effect; nearly all actives have a fitted effect of over 60% in size
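First, TGR (20 nM dispensed) and NADPH were mixed with compound. Second, a 15 min room-temperature incubation followed. Third, further NADPH and then DTNB were added to start the reaction. Finally, TNB absorbance was monitored kinetically.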
FBPA Giardia inh: inhibitors of Giardia lamblia fructose-1,6-bisphosphate aldolase. purified Giardia FBPA. Potency, µM (titrated, usually from 59.6 µM), for inactives: at the top dose activity, negative = inhibition, actives largely listed as inhibitors. 0.71% of 290,000 active. A8B2U2; further: potency means the concentration at half of the fitted maximal effect; nearly all actives have a fitted effect of over 55% in size
Target sequence (A8B2U2 whole entry, looked up): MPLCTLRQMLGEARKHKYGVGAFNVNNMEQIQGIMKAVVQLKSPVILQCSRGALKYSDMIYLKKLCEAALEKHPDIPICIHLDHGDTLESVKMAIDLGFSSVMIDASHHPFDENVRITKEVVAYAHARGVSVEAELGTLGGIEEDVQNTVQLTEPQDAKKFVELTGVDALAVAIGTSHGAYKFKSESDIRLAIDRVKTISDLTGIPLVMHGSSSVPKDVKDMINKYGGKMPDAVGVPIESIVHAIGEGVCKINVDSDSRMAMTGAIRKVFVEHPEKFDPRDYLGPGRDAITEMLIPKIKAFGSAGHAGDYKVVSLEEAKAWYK
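40 nM FBPA preincubated 10 min at RT with compound (up to 57.5 uM final), then substrate plus GAPDH/TPI/NAD/arsenate coupling and diaphorase/resazurin added. Fluorescence read after 20 min at RT, 525/598 nm.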
HCV inhibitor: inhibitors of hepatitis C virus infection; Huh7.5.1 HCVcc-Cre infection, luciferase reporter, 44 h; Potency, µM (series often up to 41.8 µM), for the others: at the top dose activity change, negative = inhibition, hits mostly inhibitors; 3.4% of 340,000 active; AID 651820; further: potency means the concentration at half of the fitted maximal effect
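Infectious HCVcc-Cre (~0.5 moi) was added to cells just after compound, with cells seeded 4 h earlier at 1,000 per well. Luciferase activity after 44 h culture reported infection; substrate was incubated 15 min at room temperature before reading.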
AmpC detergent: inhibitors of E. coli AmpC beta-lactamase with detergent. P00811. AmpC hydrolysis of nitrocefin, absorbance 480 nm, 0.01% Triton. Potency, µM (doses to about 114 µM), for the others: at the highest dose activity change, negative = inhibition, actives largely listed as inhibitors. 0.041% of 370,000 active;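 further: potency means the concentration at half of the fitted maximal effect; 0% = no-compound wells and -100% = no-enzyme wells; nearly all actives have a fitted effect of over 25% in size; some results filed as inactive show a strong effect at the top dose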
Target sequence (P00811 whole entry, looked up): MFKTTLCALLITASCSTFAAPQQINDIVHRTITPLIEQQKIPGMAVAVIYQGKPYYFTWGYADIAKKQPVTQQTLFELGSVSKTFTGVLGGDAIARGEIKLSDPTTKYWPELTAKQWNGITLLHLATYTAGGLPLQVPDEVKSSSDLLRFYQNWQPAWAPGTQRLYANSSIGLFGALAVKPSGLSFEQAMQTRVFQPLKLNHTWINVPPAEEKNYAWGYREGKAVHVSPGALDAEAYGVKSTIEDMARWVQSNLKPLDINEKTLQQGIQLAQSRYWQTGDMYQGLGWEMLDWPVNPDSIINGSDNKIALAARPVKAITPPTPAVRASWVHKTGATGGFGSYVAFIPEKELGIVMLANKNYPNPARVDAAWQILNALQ
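20 mM phosphate pH 7.0 + 0.01% (detergent screen) or 0.0001% Triton X-100; 5.3 nM AmpC reagent; cpd preinc 15 min RT; nitrocefin (800 uM stock) to start; A480 q20 s × 4 min; Activity was normalised to no-enzyme and no-compound control wells.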
HCMV inh: inhibitors of human cytomegalovirus; HFF cells, HCMV-luciferase reporter, 72 h; hits give low values; 4.5% of 410,000 active; activity change, negative = inhibition, % at 57.5 µM; in the data active means activity change below about -60%; inconclusive means no clear call, values can overlap the other calls; inactive means above about -39%
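Inhibition of viral replication was scored as loss of reporter luminescence in HFFs infected with HCMV-luciferase (MOI 1 PFU/cell) for 72 h; compounds tested at 2 doses, normalized to buffer and Salinomycin controls.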
Active calls of the source: *; ? = inconclusive; nt = no result given; & = joins results of further samples; [ ] = another dose, or the depositor's remark. Unless noted, the call rests on the fitted dose curve; in most records, active means well fitted curve in the direction sought with a large enough effect; inconclusive means small, poorly fitted or top-dose-only effect, or another doubt; inactive means no such curve, though single readings can be large; an effect the other way counts as inactive or inconclusive. Unless noted, on the % scale 0 is the no-effect control and ±100 the full control effect.

SMILES | AMA1-RON2 inh | Sm TGR inh | FBPA Giardia inh | HCV inhibitor | AmpC detergent | HCMV inh
Cc1nc(N2CCOCC2)c2c(C(=O)N3CCN(c4ccccc4F)CC3)c(C)oc2n1 | nt | 3% | nt | nt | -3% | 2
CCOC(=O)c1cc(-c2ccc(C)c([N+](=O)[O-])c2)nc2c1c(=O)n(C)c(=O)n2C | nt | 3% | 1% | nt | ? | nt
COc1cccc(-c2nnn(CCc3nn[nH]n3)n2)c1 | -1% | -8% | -6% | 20% | -2% | 1
COc1cc(-c2noc(CCC(=O)Nc3cccnc3)n2)cc(OC)c1OC | 12% | -6% | -14% | -8% | ? | 115
O=C(CN1C(=O)/C(=C/c2ccccc2F)Sc2ccccc21)N1CCN(c2ccccn2)CC1 | -13% | 16% | 0% | ? | 3% | 71
CCc1noc(C)c1C(=O)NCCc1ccc(Cl)cc1 | 13% | -2% | nt | 6% | ? | -29
Cc1nn(-c2ccc(F)cc2)c(Cl)c1/C=N/NC(=O)c1ccc(O)cc1 | -2% | -3% | 3% | ? | -2% | -18
COc1ccc(CCNC(=O)CCC(=O)N2CC(C)Oc3ccc(Cl)cc32)cc1OC (stereo not given) | 2% | 3% | 10% | -27% | -10% | -11
COC(=O)Nc1ccc(C)cc1NC(=O)OC | 0% | 1% | 0% | 3% | 1% | 19
O=C(CN1CCOCC1)N/N=C/c1cc2ccccc2nc1Cl | 108%[activator] | -3% | -1% | 10% | -4% | -16

Some of the entries above, set out differently.
Values run as follows: AMA1-RON2 inh | Sm TGR inh | FBPA Giardia inh | HCV inhibitor | AmpC detergent | HCMV inh
COc1cccc(-c2nnn(CCc3nn[nH]n3)n2)c1
 : -1% | -8% | -6% | 20% | -2% | 1
COc1cc(-c2noc(CCC(=O)Nc3cccnc3)n2)cc(OC)c1OC
 : 12% | -6% | -14% | -8% | ? | 115
O=C(CN1C(=O)/C(=C/c2ccccc2F)Sc2ccccc21)N1CCN(c2ccccn2)CC1
 : -13% | 16% | 0% | ? | 3% | 71
CCc1noc(C)c1C(=O)NCCc1ccc(Cl)cc1
 : 13% | -2% | nt | 6% | ? | -29
Cc1nn(-c2ccc(F)cc2)c(Cl)c1/C=N/NC(=O)c1ccc(O)cc1
 : -2% | -3% | 3% | ? | -2% | -18

Next results follow.
SMILES | AMA1-RON2 inh | Sm TGR inh | FBPA Giardia inh | HCV inhibitor | AmpC detergent | HCMV inh
CNC(=S)Nc1cc2oc3ccccc3c2cc1OC | 0% | -23% | -2% | 11µM* | -10% | -12
Cc1oc(-c2ccccc2)nc1Cn1c(=O)cc(-c2ccccc2)c2c(C)nn(C)c21 | nt | -7% | nt | nt | 23% | 3
CSc1ccc(C(c2c(C)[nH][nH]c2=O)c2c(C)[nH][nH]c2=O)cc1 | 12% | -13% | -20% | -1% | -7% | 19
Cc1ccc(N(C)C(=O)C2CCN(S(=O)(=O)c3c(C)noc3/C=C/c3c(C)cc(C)cc3C)CC2)cc1 | nt | 0% | nt | nt | -9% | 21
O=C(O)C[C@H]1c2ccc(C(F)(F)F)cc2S(=O)(=O)N1Cc1ccccc1 | 14% | nt | nt | ? | nt | -21
COc1ccc(CN(Cc2cc3cccc(C)c3[nH]c2=O)C(=O)N(C)C)cc1 | 10% | -22% | 4% | ? | 4% | -9
CNc1[nH]ncc1[N+](=O)[O-] | -14% | 0% | -3% | 6% | -10% | 11
Cc1ccc(S(=O)(=O)N2CCN(CCNC(=O)C(=O)Nc3ccc(F)cc3)CC2)cc1 | -3% | -11% | -7% | 11% | -8% | -67*
CC(OC(=O)Cn1[nH]c(=O)c2ccccc2c1=O)C(=O)Nc1cccc(Cl)c1 (stereo not given) | -20% | -6% | nt | 23% | 4% | -23
Cc1ccc(CNC(=O)CCc2c(C)nc3c(c(C)nn3-c3ccccc3)c2C)cc1 | nt | -2% | nt | nt | 1% | ?
CC(C)C(=O)N1CCN(CCN=Cc2c(O)n(C)c(=O)n(C)c2=O)CC1 | 63%[activator] | -29% | -1% | 7% | -2% | 36
COc1cc(C(=O)OCCCN=C2NS(=O)(=O)c3ccccc32)cc(OC)c1OC | -9% | 10% | 1% | 7% | 5% | 8
Cc1ccc(S(=O)(=O)Oc2ccc(/C=C3/C(=N)N4C(=NC3=O)SN=C4S(C)(=O)=O)cc2)cc1 | 5% | -10% | nt | 23% | 3% | 16
c1ccc(Nc2c(-c3ccco3)nc3ccccn23)cc1 | -17% | -33% | -8% | -3% | -6% | 19
CC(C)n1c(SCC(=O)Nc2ccccc2N2CCOCC2)nc2c1c(=O)n(C)c(=O)n2C | 34%[activator] | -12% | 2% | ? | 0% | 18
C/C(=N/N=C(\C)c1ccccc1O)c1ccccc1O | 2% | 6% | 12% | 3% | 4% | 104
Cc1nnc(N2C(=O)C(O)=C(C(=O)c3ccco3)C2c2ccc(C(C)(C)C)cc2)s1 (stereo not given) | -3% | -22% | -3% | 18%&13% | -9% | 27
COc1ccccc1NC(=O)CSc1nnc(Cn2cnc3ccccc32)o1 | -10% | -16%[57.1 µM] | 2% | -2% | 1% | -1
CCc1nnc(NC(=O)C2CCCN2S(=O)(=O)c2ccc(F)cc2)s1 (stereo not given) | 0% | -22% | -1% | 9% | ? | -10
O=C(c1cc(S(=O)(=O)N2CCCCC2)c(Cl)cc1N1CCOCC1)N1CCOCC1 | -1% | 11%[11.4 µM] | 0% | 7% | -9% | -29
CCN(C(=O)C1CCN(c2ncnc3c2nc2n3CCCCC2)CC1)c1cccc(Cl)c1 | nt | 3% | nt | nt | 16% | ?
CC(C)CC(C(=O)NCC1CCCO1)N(C(=O)Cn1nnc(-c2ccc(F)cc2)n1)c1cccc(C(F)(F)F)c1 (stereo not given) | 8% | 21% | 3% | 18% | 2% | -23
CC(OC(=O)c1ccc2c(c1)OCCO2)C(=O)NC1CCCCC1C (stereo not given) | -4% | -16% | nt | -5% | -14% | -19
CC(=O)N(C)c1nnc(-c2ccccn2)s1 | 4% | 4% | 1% | 4% | ? | -2
Cc1nn(Cc2ccccc2Cl)c(C)c1N | -1% | 5% | -1% | -8% | 0% | -21
COc1ccc(Sc2nc(-c3ccccc3)ncc2C(=O)O)cc1 | 0% | -1% | ? | 16% | 0% | -24
c1ccc(-n2nnnc2Sc2ncnc3sc4c(c23)CCCC4)cc1 | 13% | -23% | 4% | 4% | ? | -7
CN(C)S(=O)(=O)c1cccc(NC(=S)NCCCn2ccnc2)c1 | -19% | 50µM* | 0% | -5% | -2% | -30
Cc1cc(N2CCN(C)CC2)nc2ccc(NC(=S)NCCC(C)C)cc12 | -2% | ? | 0% | ? | 2% | ?
Cc1ccccc1C(=O)Nc1ccc(S(=O)(=O)N2CCC(c3nc4ccccc4s3)CC2)cc1 | nt | 2% | nt | nt | -5% | 4
COc1ccc(S(=O)(=O)N(C(C)=O)c2ccc3oc(=O)sc3c2)cc1 | -4% | 2% | -4% | -2% | -10% | 21
Cc1cc(C)n(C(C)CC(=O)Nc2ccc(C)c(F)c2)n1 (stereo not given) | nt | -1% | nt | nt | 0% | -18
C[C@@H]1O[C@@H](OC[C@H]2O[C@@H](Oc3c(-c4ccc(O)c(O)c4)oc4cc(O)cc(O)c4c3=O)[C@H](O)[C@@H](O)[C@@H]2O)[C@H](O)[C@H](O)[C@H]1O | 49%[activator] | ? | ? | -3% | -1% | ?
CC(=O)c1c(N(C)C)ccnc1C(F)(F)F | 10% | 3% | 3% | 13% | ? | -11
C/C(=N\NC(=O)COc1ccc2ccccc2c1)c1cccs1 | 27% | -2% | -1% | ? | 1% | -15
Cc1ccc(C)c(NC(=O)Cn2cc(C(=O)C3CC3)c3ccccc32)c1 | 33%[activator] | 3% | 2% | ? | -7% | 19
Cc1cc(C)c2c(n1)sc1c(N3CCN(CCO)CC3)ncnc12 | -2% | 9% | -15% | 9% | -1% | 28
Nc1nc(-c2ccc([N+](=O)[O-])cc2)cs1 | -13% | 5% | 0% | -2% | -2% | -79*
Cc1ccc(NS(=O)(=O)c2cc(Br)cnc2N)cc1C | 17% | 14% | 4% | 4% | -2% | ?
COc1ccc2c(c1)CCc1c(C(=O)NCC(C)C)noc1-2 | -17% | 0% | -14% | -9% | 10% | 46
COc1ccccc1CCNC(=O)Cc1c(C)c2c(cc(C)c3c(C)c(C)oc32)oc1=O | nt | -1% | nt | nt | 20% | 15
CC(C)(C)C1CCC(=NNC(=S)Nc2cccnc2)CC1 (stereo not given) | -1% | -12% | -24% | 16% | 1% | 60
O=C(COC(=O)c1cccnc1Cl)NC1CCCCC1 | 1% | nt | nt | 11% | nt | 21
Cc1oc(-c2cccc(Cl)c2)nc1CN1CCC(C(=O)NCCc2ccc(Cl)cc2)CC1 | nt | -4% | nt | nt | ? | 9
COc1ccc(F)cc1S(=O)(=O)Nc1ccncc1 | 13% | 6% | 7% | 7% | -12% | 0
COc1ccccc1Cc1nc2ccccc2nc1SCC(=O)Nc1c(C)cccc1C | nt | 0% | nt | nt | -7% | 4
Cc1ccccc1NC(=O)c1ccccc1NC(=O)c1ccccc1Cl | nt | 5% | nt | nt | 10% | 12
CCOC(=O)C(Sc1ncc(C#N)c(N)n1)C(C)C (stereo not given) | 33%[activator] | -19% | ? | -7% | 0% | -17
CCOc1ccc(NC(=O)C2CC(=O)NC(N3CCc4ccccc43)=N2)cc1 (stereo not given) | -4% | 23% | 0% | 21% | -13% | 14
NC(=O)C1(N2CCCCC2)CCN(C(=S)Nc2ccc(Cl)cc2)CC1 | 0% | 15% | -1% | -8% | 4% | ?
Additional compounds follow.
SMILES | AMA1-RON2 inh | Sm TGR inh | FBPA Giardia inh | HCV inhibitor | AmpC detergent | HCMV inh
COC(=O)Nc1nc(-c2cc(Cl)ccc2Cl)cs1 | 9% | -1% | 0% | 0% | ? | -28
FC(F)(F)c1ccccc1/C=N/N1CCN(Cc2ccccc2)CC1 | ? | -10% | -5% | 2% | 0% | 23
C/C(=N\Nc1nccnc1Cl)c1ccc(O)cc1 | 45%[activator] | -2% | ? | 3% | ? | 92
CN(C)c1ccc(N2CN=C3SCC(=O)N3C2)cc1 | ? | ? | ? | 1% | -8% | 30
Cc1cc([N+](=O)[O-])nn1CCCC(=O)Nc1sc2c(c1C(N)=O)CCC(C)C2 (stereo not given) | -10% | -19% | 0% | 16% | -6% | -13
Cc1ccc(-n2c3nc(=O)n(C)c(=O)c-3cc3ccccc32)c(C)c1 | nt | -30% | nt | nt | 0% | -10
Cc1cc(-c2nc3ncccc3o2)ccc1NC(=S)NC(=O)C(C)C | 0% | nt | 3% | 22% | -1% | 24
CS(=O)(=O)N1CCc2cc(S(=O)(=O)Nc3ccc4oc5c(c4c3)CCCC5)ccc21 | -12% | -6% | -6% | ? | 0% | nt
O=C(O)CNC(=O)c1nc(-c2ccccc2)n(-c2ccccc2)n1 | -2% | -2% | 9% | 25% | -3% | -24
O=C(CCc1ccc(S(=O)(=O)N2CCOCC2)cc1)N1CCN(Cc2ccc3c(c2)OCO3)CC1 | -3% | -23% | 0% | ? | ? | -29
Cc1ccnc(NC(=O)c2ccccc2NC(=O)c2ccc(Cl)cc2Cl)c1 | 22% | 0% | -5% | 10µM* | 1% | 4
